Screens as filed in PubChem BioAssay.
ASM inhibitor: Inhibitors of Secretory Acid Sphingomyelinase (S-ASM): qHTS; hit rate 0.006% among 340,000; placental ASM, HMU-PC fluorogenic substrate, 60 min; AID 504937, 2011; Potency, µM (top dose mostly 57.5 µM), inactives show at the top dose activity change, negative = inhibition, usual class: inhibitors; Sphingomyelin phosphodiesterase (Homo sapiens), P17405; further: potency means the concentration at half of the fitted maximal effect
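Human placenta-derived ASM preincubated with compound 10 min at room temperature, then reacted with 9 uM (final) fluorogenic HMU-PC substrate for 60 min at 37 C. Stop solution raises pH to 10; fluorescence read at Ex 386/Em 447 nm.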
TSHR antag: Antagonists of the Thyroid Stimulating Hormone Receptor: HTS campaign. TSHR-expressing cells, TSH-stimulated cAMP HTRF, 2 h; hits give low values. hit rate 0.2% among 330,000. activity change, negative = inhibition, % at 11.5 µM;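 active means activity change below a set negative limit, meaning inhibition stronger than a set level, cut at about -70% in these data; inconclusive means activity change between two set negative limits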; further: on the % scale 0 is the no-effect control and ±100 the full control effect
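Competitive HTRF cAMP read-out (cryptate anti-cAMP antibody, cAMP-d2; 30 min, room temperature) in freshly harvested TSHR cells. Compounds added before TSH at EC80 (4nM final), followed by 2 hours' incubation at 37 deg C.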
GALK inh: qHTS Assay for Inhibitors of Human Galactokinase (GALK); P51570; Purified GALK, Kinase-Glo residual ATP luminescence; Potency, µM (highest dose often 57.5 µM), for inactives: at the top dose activity change, negative = inhibition, hits mostly inhibitors; hit rate 0.007% among 270,000; AID 1868, 2009; further: potency means the concentration at half of the fitted maximal effect; on the % scale 0 is the no-effect control and ±100 the full control effect
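Galactose (100 uM) and ATP (35 uM) were turned over by 5 nM GALK for 1 h at RT. Kinase-Glo Plus then converted the remaining ATP into a luminescent signal.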
MBNL1-CUG inh: qHTS Assay for Inhibitors of MBNL1-poly(CUG) RNA binding; TR-FRET MBNL1-His/biotin-(CUG)12 binding, 665/545 ratio; hit rate 0.036% among 280,000; AID 2675, 2010; Muscleblind-like protein 1 (Homo sapiens), Q9NR56; Potency, µM (titrated, usually from 57.5 µM), for inactives: at the highest dose activity change, negative = inhibition, hits mostly inhibitors; active means well fitted inhibition curve with a large enough effect in the signal ratio, with a control signal flat, not every such curve was filed as active; inconclusive means small, poorly fitted or top-dose-only effect, or effect the other way, or a change in a side signal; inactive means no such curve, though single readings can be large or run the other way; the % refers to the signal ratio; further: potency means the concentration at half of the fitted maximal effect; on the % scale 0 is the no-effect control and ±100 the full control effect
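MBNL1-His + Biotin-(CUG)12, cpd titration 92 nM–58 uM; Tb anti-His Ab 0.055 ng/ul, SA-XL665 5 nM (final); 60 min RT; ratiometric 665/545 nm, Ex 340 nm; normalized to buffer and full-complex controls.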
PKM2 activator: qHTS Assay for Activators of Human Muscle isoform 2 Pyruvate Kinase. Pyruvate kinase PKM (Homo sapiens), P14618. Potency, µM (top dose mostly 57.5 µM), for the others: top-dose activation, hits mostly activators. AID 1631, 2009. purified PKM2, Kinase-Glo ATP luminescence, activation; response scale: 0% is enzyme alone, no compound. hit rate 0.34% among 260,000; further: potency means the concentration at half of the fitted maximal effect; on the % scale 0 is the no-effect control and ±100 the full control effect; nearly all actives have a fitted effect of over 55% in size
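Purified hPK-M2 (>95% pure) converted ADP (0.1 mM final) to ATP with 0.5 mM PEP in 50 mM imidazole pH7.2, KCl, MgCl2, Tween 20, BSA; 1 h at room temperature. ATP detected by Kinase-Glo luminescence.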
hERG WT inh: qHTS for Inhibitors of KCHN2 3.1: Wildtype qHTS; Voltage-gated inwardly rectifying potassium channel KCNH2 (Homo sapiens), Q12809; hit rate 0.37% among 340,000; U2OS, BacMam KCNH2, thallium flux FluxOr; hits give low values; AID 720551, 2013; activity change, % at 1.84 µM;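 active means maximum activity change below -70%; inconclusive means maximum activity change between -70% and -50%; inactive means maximum activity change above -50%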; further: on the % scale 0 is the no-effect control and ±100 the full control effect
Target sequence (Q12809 whole entry, looked up): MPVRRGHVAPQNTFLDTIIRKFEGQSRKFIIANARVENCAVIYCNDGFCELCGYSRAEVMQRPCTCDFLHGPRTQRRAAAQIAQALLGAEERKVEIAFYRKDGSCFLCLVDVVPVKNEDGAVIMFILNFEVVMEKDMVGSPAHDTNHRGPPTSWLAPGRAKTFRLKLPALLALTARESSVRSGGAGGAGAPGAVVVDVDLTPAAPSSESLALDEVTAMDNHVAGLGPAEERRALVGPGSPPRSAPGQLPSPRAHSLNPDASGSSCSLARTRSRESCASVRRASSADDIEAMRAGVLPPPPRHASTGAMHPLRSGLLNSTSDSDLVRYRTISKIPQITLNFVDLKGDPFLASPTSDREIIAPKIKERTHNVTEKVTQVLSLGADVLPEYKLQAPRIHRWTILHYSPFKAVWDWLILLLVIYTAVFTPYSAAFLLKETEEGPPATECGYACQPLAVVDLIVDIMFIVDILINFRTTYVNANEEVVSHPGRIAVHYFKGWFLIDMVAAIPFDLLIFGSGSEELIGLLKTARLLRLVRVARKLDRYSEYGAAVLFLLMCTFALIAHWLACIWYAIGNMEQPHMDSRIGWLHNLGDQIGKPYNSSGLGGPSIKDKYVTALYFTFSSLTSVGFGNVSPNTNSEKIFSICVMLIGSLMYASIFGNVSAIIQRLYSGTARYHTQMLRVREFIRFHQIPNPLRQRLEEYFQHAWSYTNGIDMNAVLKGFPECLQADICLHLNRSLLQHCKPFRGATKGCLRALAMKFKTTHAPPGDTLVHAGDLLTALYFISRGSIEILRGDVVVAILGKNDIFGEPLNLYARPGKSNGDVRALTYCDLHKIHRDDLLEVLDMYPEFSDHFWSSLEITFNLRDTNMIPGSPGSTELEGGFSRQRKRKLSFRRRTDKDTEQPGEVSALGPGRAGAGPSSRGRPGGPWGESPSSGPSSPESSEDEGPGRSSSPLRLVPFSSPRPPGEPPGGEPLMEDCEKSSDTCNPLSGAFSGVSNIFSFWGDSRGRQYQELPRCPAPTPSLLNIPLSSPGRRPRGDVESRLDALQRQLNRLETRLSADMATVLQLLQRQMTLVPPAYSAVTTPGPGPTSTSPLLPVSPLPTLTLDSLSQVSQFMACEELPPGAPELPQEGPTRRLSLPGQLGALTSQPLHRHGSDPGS
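U2OS cells transduced with wild-type KCNH2 virus are loaded with FluxOr dye for 45 min, and thallium flux is measured in kinetic reads before and after stimulation buffer. Rate constants are normalized to DMSO controls.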
USP2a block: qHTS Assay for Inhibitors of Ubiquitin-specific Protease USP2a Using CHOP2 as the Reporter. USP2 core, Ub-CHOP2 coupled fluorogenic reporter, 485/531. Ubiquitin carboxyl-terminal hydrolase 2 (Homo sapiens), O75604. hit rate 0.01% among 330,000. Potency, µM (titrated, usually from 38.3 µM), without a hit: top-dose activity change, negative = inhibition, most hits filed as inhibitors;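 further: potency means the concentration at half of the fitted maximal effect; plate controls were DMSO wells for no effect and full inhibition by NEM control for full effect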
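Cell-free coupled assay: 10nM USP2 core preincubated 30min RT with compound in Tris-HCl pH 8.0/CaCl2/CHAPS buffer, then 25nM Ub-CHOP2 and 25nM reporter substrate; fluorescence (Ex 485/Em 531) read after 60min RT, normalized to NEM inhibition, concentration-response curves fitted.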
Mito fusion yeast: qHTS Assay for Small Molecule Inhibitors of Mitochondrial Division or Activators of Mitochondrial Fusion | S. cerevisiae fusion-defective mutant growth rescue, CellTiterGlo 48 h | AID 485298, 2010 | Potency, µM (top dose mostly 46.1 µM), inactives show at the top dose growth rescue (activation), hits mostly activators | hit rate 0.23% among 320,000;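 further: potency means the concentration at half of the fitted maximal effect; % of control where 0% means no effect; nearly all actives have a fitted effect of over 45% in size; temperature-sensitive fusion mutants such as fzo1-1 at 37 °C on non-fermentable ethanol glycerol medium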
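Luminescent cell viability in 1536-well qHTS format served as the measure of rescued growth in ts fusion-mutant S. cerevisiae cultured on non-fermentable YPEG for 48 hours at 37C.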
Chronic BCR inh: qHTS Assay to Find Inhibitors of Chronic Active B-Cell Receptor Signaling; Potency, µM (highest dose often 46.1 µM), inactives show at the top dose ratio change, negative = lower green/red ratio, most hits filed as inhibitors; ABC-DLBCL IkBa-CBG/CBR reporter, luminescence ratio, 4 h; AID 493014, 2011; hit rate 0.05% among 340,000; active means well fitted inhibition curve with a large enough effect in the signal ratio, with a control signal flat, not every such curve was filed as active; inconclusive means small, poorly fitted or top-dose-only effect, or effect the other way, or a change in a side signal; the % refers to the signal ratio;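 further: potency means the concentration at half of the fitted maximal effect; plate controls were basal doxycycline-induced cells for no effect and cells given 10 µM MG132 for full effect; MG132 reads +100%, hits lower the ratio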
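Doxycycline induced both beetle luciferases in TMD8 lymphoma cells; IKK-driven degradation limits the IkappaBalpha-fused green signal, while red luminescence normalises for cell number and nonspecific effects. Compounds tested up to 46 uM, 4 hrs.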
Menin-MLL TR inh: qHTS Assay for Inhibitors Targeting the Menin-MLL Interaction in MLL Related Leukemias: Competition With Texas Red Labeled MLL-derived Mutant Peptide. Menin + Texas Red MLL mutant peptide, fluorescence polarization. AID 1768, 2009. Potency, µM (series often up to 61.6 µM), without a hit: at the top dose FP activity change, negative = inhibition, actives largely listed as inhibitors. O00255. hit rate 0.23% among 270,000; active means well fitted inhibition curve with a large enough effect in the polarisation, with a control signal flat, not every such curve was filed as active; inconclusive means small, poorly fitted or top-dose-only effect, or effect the other way, or a change in a side signal; inactive means no such curve, though single readings can be large or run the other way; the % refers to the polarisation; further: potency means the concentration at half of the fitted maximal effect; % of control where 0% means no effect; many of its hits are not listed in these tables
Eya2 phos inh: qHTS Assay for Inhibitors of the Phosphatase Activity of Eya2; AID 488837, 2010; recombinant Eya2, OMFP fluorescence dephosphorylation (OMFP is methylfluorescein phosphate); Protein phosphatase EYA2 (Homo sapiens), O00167; hit rate 0.006% among 330,000; Potency, µM (top dose mostly 76.9 µM), for inactives: top-dose activity, negative = inhibition, hits mostly inhibitors; further: potency means the concentration at half of the fitted maximal effect; on the % scale 0 is the no-effect control and ±100 the full control effect
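Eya2 protein (added as 0.2 uM solution) was preincubated with compound for 10 min at ambient temperature in 50 mM HEPES pH 7.5, 50 mM NaCl, 5 uM MgCl2, 0.05% BSA, 1 mM DTT. OMFP (added at 50 uM) then reacted 10 min; fluorescence read at 485/525 nm.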
* marks the source's active call; other numbers are inactive results; ? = inconclusive; / = not tested or not shown; [ ] = dose if it differs, or a comment. Unless noted, the call rests on the fitted dose curve; in most records, active means well fitted curve in the direction sought with a large enough effect; inconclusive means small, poorly fitted or top-dose-only effect, or another doubt; inactive means no such curve, though single readings can be large; an effect the other way counts as inactive or inconclusive. Some of the compounds tested; the hit share may differ from the screen's.

SMILES	ASM inhibitor	TSHR antag	GALK inh	MBNL1-CUG inh	PKM2 activator	hERG WT inh	USP2a block	Mito fusion yeast	Chronic BCR inh	Menin-MLL TR inh	Eya2 phos inh
C#CCOCCOCCOCCNc1nc(N2CCN(C(=O)[C@H](Cc3ccc(O)cc3)n3cc([C@@H](N)C(C)CC)nn3)CC2)nc(N2CCN(C(=O)[C@H](Cc3cc4ccccc4[nH]3)n3cc([C@@H](N)C(C)CC)nn3)CC2)n1 (stereo partly specified)	2.8%	6.5	2.8%	-3.0%	-1.2%	-13.9	1.3%	-1.2%	9.3%	?	17.8%
O=C(NCCc1ccc(Cl)cc1)c1ccc(CNc2c(N3CCOCC3)c(=O)c2=O)cc1	-3.3%	-4.3	2.8%	4.2%	-3.6%	-14.9	1.1%	-0.4%	-12.0%	/	-8.4%
CC(C)(O)C#Cc1ccc(CN2CCN(Cc3ccccc3)C(CCO)C2)cc1 (stereo unspecified)	3.1%	5.8	-0.9%	-7.9%	-5.1%	-10.9	-1.6%	-3.1%	0.9%	-10.1%	-27.3%
CN(C)c1ccc(CN(C(=O)/C=C/c2ccccc2Cl)C2CCS(=O)(=O)C2)cc1 (stereo unspecified)	-5.7%	14.5	4.0%	5.6%	-10.1%	-3.4	-6.1%	1.6%	?	/	-29.4%
CC(C)(C)OC(=O)COc1ccc(/C=N/NC(=O)CN2CCCCC2)cc1	0.3%	-6.3	0.5%	11.6%	/	9.3	3.4%	-3.7%	1.6%	-14.0%	12.5%
CC(C)c1ccccc1NC(=O)COC(=O)Cc1ccsc1	0.2%	13.9	0.2%	-21.8%	-10.7%	-3.6	2.0%	4.6%	-1.5%	7.8%	-10.2%
O=C(O)CSCc1cn2cc(Cl)ccc2n1	0.7%	-0.7	2.4%	1.3%	5.4%	-0.9	3.6%	-1.4%	?	2.5%	22.1%
Cc1ccc(-c2cc(C(=O)OCC(=O)Nc3ncc(C(F)(F)F)cc3Cl)c3ccccc3n2)cc1	100.8%[activator]	11.2	0.0%	-9.5%	12.9%	-2.9	2.8%	-7.3%	1.8%	4.3%	-7.3%
CCOc1ccccc1NC(=O)CSc1nnc(Cn2c(=O)sc3ccccc32)n1C	0.8%	-7.3	-2.0%	-18.5%	0.6%	10.2	-1.5%	4.1%	0.6%	9.9%	-12.0%
O=C(Cc1ccccc1)c1ccc2c(c1)OCCO2	-1.2%	-10.8	1.4%	-1.8%	-21.5%	1.0	3.0%	11.1%	5.0%	-5.8%	6.7%
CCOC(=O)C1C(=O)NC(SCC(=O)OC)=C(C#N)C1c1ccccc1OCC (stereo unspecified)	-0.2%	/	1.8%	-0.9%	0.6%	-1.2	/	1.3%	/	8.1%	/
COc1ccc(-c2c(C)cc3oc(=O)cc(-c4ccccc4)c3c2C)cc1OC	9.8%	-13.1	/	/	/	0.2	-0.9%	/	?	-11.4%	-11.0%
Cc1ccc(C(=O)Nc2ccccc2N2CCOCC2)cc1S(=O)(=O)N1CCOCC1	-3.4%	-11.1	/	/	/	-3.7	-6.2%	0.7%	-0.1%	/	2.2%
Cc1ccc(C(=O)NNC(=O)C2CCCN(c3ncccn3)C2)cc1 (stereo unspecified)	-0.1%	9.8	-0.6%	-1.8%	-7.3%	2.6	0.7%	3.7%	0.9%	-28.0%	9.5%
Cc1ccc(C(=O)Nc2ccc3c(c2)C(=O)N(C)C3=O)c(C)c1	64.8%	-1.6	/	8.6%	1.0%	4.2	2.4%	-0.2%	-5.5%	-10.1%	1.7%
CCOc1cc(S(=O)(=O)N(Cc2ccccc2)Cc2ccccc2)c(OCC)cc1-n1cnnn1	-6.2%	-20.9	1.5%	4.0%	-3.7%	4.1	-0.6%	0.1%	-1.5%	6.6%	-11.5%
OC(COc1ccc(CN2CCSCC2)cc1)CN1CCCCC1 (stereo unspecified)	1.9%	0.4	2.0%	5.1%	1.3%	-2.6	-1.0%	-1.1%	-11.5%	-17.3%	-0.6%
COC(=O)CC1Oc2ccc(C)cc2NC1=O (stereo unspecified)	0.2%	0.4	2.2%	1.3%	-0.8%	8.0	?	2.4%	?	0.3%	10.0%
O=c1cc(-c2ccc([N+](=O)[O-])cc2)c2ccc(O)cc2o1	5.5%	-21.7	-2.2%	/	-1.8%	-2.4	-0.5%	-0.3%	8.0%	-2.9%	-4.4%
COC(=O)c1ccc(CS(=O)(=O)c2ccc(C)cc2)o1	-0.2%	-4.3	-1.0%	-2.1%	/	6.0	0.9%	20.8%	1.8%	-3.7%	-8.4%
CC(=O)c1c(OC(=O)c2cccc(Cl)c2)c2ccccc2n1C	-22.2%	-3.0	-2.3%	/	?	7.7	3.3%	?	0.1%	/	-27.6%
Cc1csc(Sc2ccc(S(=O)(=O)N3CCCC3)cn2)n1	-0.8%	0.1	3.4%	-3.3%	-0.4%	4.0	-0.3%	-3.7%	5.9%	3.1%	3.5%
O=C(C1CCCN1S(=O)(=O)c1cccc2cccnc12)N1CCc2ccccc2C1 (stereo unspecified)	-0.9%	6.4	3.7%	0.2%	1.1%	4.3	0.3%	-0.7%	5.0%	-18.4%	-1.7%
O=C(c1ccc(S(=O)(=O)N2CCOCC2)cc1)N1CCOCC1	0.7%	26.9	-0.7%	-14.6%	0.2%	3.3	2.6%	-5.5%	-9.0%	-5.0%	6.0%
Cc1cc(C)nc(-n2nc(C)cc2NC(=O)c2ccc(F)cc2F)n1	1.4%	-8.8	-0.4%	-6.6%	-1.8%	1.8	2.2%	3.5%	4.6%	-11.2%	1.3%
OC(CCCCN1CCCCC1)c1ccccc1 (stereo unspecified)	4.9%	-12.1	2.2%	1.8%	-0.3%	6.0	4.7%	-4.7%	-0.7%	-0.6%	-0.8%
CCOc1ccccc1NC(=O)CSc1nc2cc(O)ccc2c(=O)n1-c1ccc(OC)c(OC)c1	67.7%[activator]	7.8	/	4.0%	/	15.0	-16.7%	9.5%	?	31.8%[activator]	?
COc1ccc(C(C)=O)cc1COC(=O)c1cccc(N(C)C)c1	-0.3%	-6.4	5.8%	-2.1%	-5.3%	9.1	-6.3%	6.0%	-3.1%	11.8%	-8.1%
CCOC(=O)c1c(C)[nH]c(C)c1C(=O)CSc1nnc(-c2ccncc2)n1C	1.6%	-13.6	1.1%	-0.1%	-0.6%	-0.8	1.0%	1.0%	1.9%	6.7%	4.8%[15.4 µM]
O=C(NCC1CCCO1)c1nn2c(C(F)(F)F)cc(-c3ccc(Br)o3)nc2c1Br (stereo unspecified)	1.3%	18.8	-1.5%	28.8%	/	-4.9	1.7%	-1.3%	2.0%	4.8%	19.7%
COc1ccc(C)cc1N(CC(=O)N1CCOCC1)S(C)(=O)=O	2.4%	15.7	4.2%	-5.0%	6.0%	-15.9	0.0%	-0.7%	7.5%	1.6%	-3.9%
Oc1ccc2oc3c(c2c1C=NCc1ccncc1)CCCC3	-3.4%	-33.6	-2.7%	1.0%	25.8%	3.1	0.5%	8.3%	?	/	-8.9%
Cn1c(Cn2nnc3ccccc32)nnc1SCC(=O)N1CCc2ccccc21	2.0%	14.1	0.7%	0.7%	4.5%	-15.7	8.6%	1.5%	1.3%	-2.7%	-8.3%
